tim23-1 inh = inhibits growth of tim23-1 mutant yeast; inhibition, % at 20 µM; 330,000 tested, 1.3% active; S. cerevisiae tim23-1 growth, BacTiter-Glo luminescence, 24 h; AID 463212;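 active means growth inhibition of the mutant yeast at or above 50%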;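 further: temperature-sensitive mutant grown at 25 °C; plate controls were DMSO-treated mutant yeast for no effect and medium wells lacking yeast for full effect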
Mdm2 MdmX PPI = human Mdm2/MdmX binding inhibition. O15151+Q00987. inhibition, % at 8 µM. SaOS-2 split-luciferase Mdm2/MdmX complementation, luminescence. 330,000 tested, 3% active;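 active means inhibition of at least 50% at 8 µM in the primary screen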
NALP3 yeast inh = NALP3 inhibition in yeast; 330,000 tested, 0.39% active; AID 2825; inhibition, % at 10 µM; Yeast reconstituted NLRP3/ASC/caspase-1, beta-gal luminescence, 24 h;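 active means inhibition of 50% or more; inactive means inhibition below 50%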;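 further: plate controls were induced DMSO wells for no effect and uninduced yeast grown without galactose for full effect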
CHOP UPR activ = apoptotic UPR (CHOP) activation; AID 449763; 330,000 tested, 0.34% active; CHO-CHOP luciferase reporter, luminescence; percent of tunicamycin response over DMSO baseline; activation, % at 10 µM;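 active means at 10 µM dose, activation of 40% or more, normalized to positive control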;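 further: 100% = tunicamycin at 10 µg/mL and 0% = DMSO alone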
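measured by = luciferase luminescence | assay system = CHO-CHOP cells, stable luciferase reporter of PERK-eIF2a-CHOP signalling | amount = 500 reporter cells seeded per well | timing = 6 h compound exposure at 37 °C after overnight seeding | controls = positive tunicamycin 10 µg/mL, negative DMSO alone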
NR3A LBD binder = modulates the human NR3A ligand-binding domain; NR3A LBD differential scanning fluorimetry, Tm shift; 0% = protein alone, 100% = glycine-bound protein; Tm shift relative to glycine control, % at 25 µM; 340,000 tested, 2.5% active;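 active means melting temperature shift of at least 10% of the positive control shift, at one fixed dose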
UPR XBP1 act = activators of adaptive arm of unfolded protein response (XBP1). activation, % at 20 µM. CHO-XBP1 luciferase reporter, IRE1-XBP1 UPR activation, luminescence; percent of tunicamycin response, DMSO as zero. AID 463104. 330,000 tested, 0.33% active;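 active means versus positive control, 20 µM dose yields 30% or more activation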;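 further: 100% = tunicamycin at 10 µg/mL and 0% = DMSO only wells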
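Material: IRE1-XBP1 luciferase reporter CHO line / Quantity: one thousand reporter cells per well / Buffer or medium: F12 with 10% serum / Compound: 20 µM single concentration, DMSO 1% / Times: 6 h treatment, 37 °C / Detection: Steady-Glo luciferase glow luminescence, 10 min after reagent addition / Benchmarks: tunicamycin high, DMSO low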
tim10-1 inh = growth inhibitors of tim10-1 mutant yeast | inhibition, % at 20 µM | 330,000 tested, 2.2% active | S. cerevisiae tim10-1 ts strain growth, BacTiter-Glo, 24 h;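 active means inhibition of at least 40%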;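 further: mutant grown at 25 °C; 0% = DMSO wells with yeast and 100% = wells holding no yeast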
TIM10 inh = inhibits growth of TIM10 yeast strain | S. cerevisiae TIM10 strain growth, BacTiter-Glo luminescence, 24 h | inhibition, % at 10 µM | 330,000 tested, 1.4% active;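 active means inhibition of 40% or more at the single tested concentration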;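 further: wild-type TIM10 isogenic control strain grown at permissive 25 °C; 0% = DMSO yeast wells and 100% = minimal medium wells without yeast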
APJ ag = agonists of human APJ apelin receptor. P35414. activation, % at 20 µM. 330,000 tested, 0.11% active. CHO-K1 APJ PathHunter beta-arrestin, luminescence; 0% DMSO wells, 100% apelin;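 active means activation more than six SD over the plate average, tested at 20 µM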;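 further: 0% = DMSO alone and 100% = apelin-13 at 10 nM; some results filed as inactive read as strong as hits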
Target sequence (P35414 whole entry, looked up): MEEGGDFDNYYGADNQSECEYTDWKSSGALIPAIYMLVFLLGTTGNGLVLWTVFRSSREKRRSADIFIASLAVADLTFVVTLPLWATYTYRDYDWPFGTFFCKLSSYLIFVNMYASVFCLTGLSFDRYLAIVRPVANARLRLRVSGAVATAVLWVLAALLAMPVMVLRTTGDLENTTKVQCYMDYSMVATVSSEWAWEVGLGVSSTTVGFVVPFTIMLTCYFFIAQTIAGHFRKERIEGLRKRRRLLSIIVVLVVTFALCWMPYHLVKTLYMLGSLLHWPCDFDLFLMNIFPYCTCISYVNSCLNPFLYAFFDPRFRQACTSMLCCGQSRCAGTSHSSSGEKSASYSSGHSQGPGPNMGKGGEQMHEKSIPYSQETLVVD
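Assay system: engineered CHO-K1 APJ arrestin reporter cells; Amount: 1000 CHO-K1 reporter cells seeded per well; Dosing: one dose, 20 µM compound, 1% DMSO; Times: compound stimulation 90 min at 25 °C, detection 60 min; Measured by: luminescent beta-gal fragment complementation, chemiluminescent substrate; Read-out: APJ–arrestin association signal; Controls: DMSO vs Apelin-13 10 nM.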
Starred values were filed as active, the others as inactive.

Molecule,tim23-1 inh,Mdm2 MdmX PPI,NALP3 yeast inh,CHOP UPR activ,NR3A LBD binder,UPR XBP1 act,tim10-1 inh,TIM10 inh,APJ ag
COc1ccc(-c2noc(CN(C(=O)c3ccc4c(c3)OCO4)C(C)C)n2)cc1,27,16,11,0.0,0,-5,3,1,-1
CC1CC(=O)C2=C(C1)Nc1nc3ccccc3n1C2c1cccnc1 (centres undefined),-2,-3,-13,2.0,0,-1,4,-9,1
COc1nc2ccc(C)cc2cc1-c1noc(-c2ccccc2)n1,17,24,15,0.5,3,1,22,9,-2
Cn1c(CCN2CCCCCC2)nc2cc(NC(=O)Nc3ccccc3)ccc21,-9,45,4,2.9,-2,1,-5,-3,2
O=C(COCc1cc(-c2ccc3c(c2)OCO3)on1)N1CCN(c2cccc(C(F)(F)F)c2)CC1,19,13,15,-2.2,-5,-3,17,8,-1
CC(=O)NC1CCCc2c1cnn2-c1ccc(C(C)(C)C)cc1 (centres undefined),20,2,20,3.1,1,-1,22,-2,-3
CC1(C)CC(=O)C=C(Nc2ccc3c(c2)CCC3)C1,6,30,25,0.4,-5,-2,-19,0,0
COc1ccc(C2(C)ON(c3ccccc3C(F)(F)F)C2=O)cc1 (centres undefined),49,41,12,0.1,0,-4,-7,40,2
N#Cc1ccc(OCC(=O)N/N=C2\CCc3ccccc32)cc1,3,12,25,-0.3,-2,-1,9,15,0
CCOC(=O)c1ccc(NC(=S)N(CCN(C)C)Cc2cccs2)cc1,32,76*,14,-2.4,-2,-2,22,-9,-3
Cc1ccccc1C(=O)Oc1ccc(Br)cc1C(=S)N1CCCC1,24,19,-20,-1.4,-3,-2,22,17,-3
CNC(=O)c1[nH]cnc1C(=O)Nc1ccccc1C,24,20,2,-2.8,-1,1,18,5,-1
CCOc1ccc(NC(=O)CSc2nc(C)c3c(c2C#N)CCCC3)cc1,-13,2,7,3.1,-9,-4,8,2,-2
CCOC(=O)CN1C(=O)CSc2ccc(S(=O)(=O)N3CCCC3)cc21,7,-4,6,-0.8,0,-1,6,12,-2
COc1ccc(S(=O)(=O)N(CC(=O)N2CCN(C)CC2)C2CCCCC2)cc1OC,11,-2,0,-2.4,1,-1,11,-2,-1
CC(=O)Nc1ccc(S(=O)(=O)Nc2cccc(-n3c(C)nc4ccccc4c3=O)c2)cc1,2,-6,0,0.0,5,-2,-3,-2,0
Cc1c(C(=O)O)sc2nc(CSc3nnc(-c4ccc(F)cc4)n3C)[nH]c(=O)c12,10,1,5,-0.9,-1,-1,-1,-9,3
COc1ccc(-n2c(SCC(=O)Nc3cc(C)on3)nc3ccc(O)cc3c2=O)cc1OC,4,-1,15,-1.5,-1,-2,16,16,-5
Oc1ccc(Br)cc1C=Nc1cccn2cc(-c3ccccc3)nc12,54*,-11,-10,2.3,-3,0,29,4,2
O=C(CSc1nc(O)c(Cc2ccccc2)c(=O)[nH]1)Nc1ccccc1,21,-17,19,0.0,3,-3,3,-9,1
COc1cccc(-c2cc(C(=O)Nc3cc(C)n(Cc4ccc(Cl)cc4)n3)no2)c1,-3,31,-3,0.9,-11,-2,8,10,0
O=C(NCc1ccccn1)c1cccc(S(=O)(=O)Nc2ccc(SC(F)F)cc2)c1,11,25,19,0.9,-4,-4,8,5,7
Cc1cccc(NC(=O)CCC2CCN(C(=O)C3CC=CCC3)CC2)c1 (centres undefined),18,10,17,-0.1,0,-3,8,10,-6
COC(=O)c1ccc(NC(=O)Cn2c(-c3nonc3N)nc3ccccc32)cc1,3,23,-6,-0.7,-1,1,-6,11,-4
CCN(CC)CCNC(=O)c1c(C)n(-c2ccccc2)c2cc(Br)c(OC)cc12,15,81*,7,-0.3,-2,1,29,3,1
CC(=O)/C(=N/Nc1ccccc1Cl)Sc1nnc(C(O)c2ccccc2)n1-c1ccccc1 (centres undefined),11,-3,19,1.8,-1,2,24,24,-2
O=C1SCC(c2ccc(Cl)cc2Cl)=NN1Cc1nnc(-c2ccccc2)o1,19,5,21,1.4,0,3,25,3,-2
S=C(NC1CCCCC1)N(CCc1ccccc1)CCc1ccccc1,10,6,16,-0.9,-3,-2,36,11,-4
COc1ccccc1CC(=O)N1CCN(S(=O)(=O)c2cccs2)CC1,19,-7,16,-1.8,-1,-2,9,15,0
Cc1ccc(SCC(=O)OCC(=O)N(CC(C)C)c2c(N)n(Cc3ccccc3)c(=O)[nH]c2=O)c(C)c1,13,3,17,1.8,2,0,8,6,4
CC(C)NC(=O)C(c1ccc(F)cc1)N(Cc1ccco1)C(=O)CCC(=O)Nc1ccccn1 (centres undefined),1,12,16,-0.3,0,-4,1,12,-4
Cc1nccn1CC(=O)N/N=C/c1cccs1,5,10,18,-0.1,2,-1,-5,-2,-5
Cc1ccccc1C(=O)NCCN=C1NS(=O)(=O)c2ccccc21,13,1,9,1.4,-2,-1,6,-3,-4
COc1ccc(-c2csc(NC(C)=O)n2)cc1OC,4,2,-4,3.2,4,2,6,3,3
O=C(CSc1nc2ncccc2[nH]1)Nc1ccccc1-c1ccccc1,-4,15,12,1.0,0,-4,6,7,-2
COc1ccc(CCNC(=O)Cn2ccc3c(OC)cccc3c2=O)cc1OC,-7,-4,-8,1.1,-2,-1,0,-12,-1

Next section
Letters – A = tim23-1 inh; B = Mdm2 MdmX PPI; C = NALP3 yeast inh; D = CHOP UPR activ; E = NR3A LBD binder; F = UPR XBP1 act; G = tim10-1 inh; H = TIM10 inh; I = APJ ag
> CCOC(=O)c1c(C)[nH]c(C(=O)NNC(=O)c2ccc(C(C)(C)C)cc2)c1C
  A = 36	B = -16	C = 5	D = -1.5	E = 2	F = -5	G = 16	H = 22	I = -2

> CCOc1ccc(=O)n(-c2ccccc2)n1
  A = 5	B = -12	C = 5	D = 2.8	E = 2	F = -1	G = 9	H = 1	I = 5

> CCCc1cc(=O)[nH]c(SCCN2C(=O)c3ccccc3C2=O)n1
  A = 15	B = 4	C = 9	D = 2.2	E = -1	F = -2	G = 9	H = 17	I = -3

> Cn1ncc2c1ncn1nc(CCc3ccccc3)nc21
  A = 32	B = -17	C = 10	D = 0.9	E = 1	F = -1	G = 2	H = 12	I = -2

> O=C(Nc1ccnn1C1CCN(C(=O)c2ccc(F)c(Cl)c2)CC1)C1CC1
  A = -9	B = 11	C = 17	D = -0.6	E = -4	F = -3	G = 1	H = -9	I = 4

> Cc1cc(OCCCC(=O)NC2=NCCS2)ccc1Cl
  A = -11	B = 12	C = 13	D = 0.8	E = 0	F = -3	G = 11	H = -1	I = -4

> CC(=O)Nc1ccc(S(=O)(=O)Nc2nc(-c3ccc(C(C)(C)C)cc3)cs2)cc1
  A = 8	B = 14	C = -9	D = 0.3	E = 6	F = -1	G = -3	H = 5	I = -1

> Cc1ccc(N(C(=O)Nc2ccccc2)C2=NCCC2)cc1
  A = 35	B = 15	C = 21	D = 0.7	E = 1	F = 5	G = -18	H = -7	I = -1

> O=C(Nc1ccc(C(=O)NCC2CCN(Cc3ccccc3F)CC2)cc1)C1=CSCCO1
  A = 4	B = -9	C = 10	D = 1.7	E = -1	F = -1	G = 7	H = -8	I = 3

> O=C(Cn1ncc2c1-c1ccccc1OC2)Nc1ccc(Cl)cn1
  A = 32	B = 16	C = -16	D = -1.4	E = -2	F = -3	G = 24	H = 9	I = 0

10 of the compounds above, with values under each structure:
Value order – tim23-1 inh | Mdm2 MdmX PPI | NALP3 yeast inh | CHOP UPR activ | NR3A LBD binder | UPR XBP1 act | tim10-1 inh | TIM10 inh | APJ ag
CCOC(=O)c1c(C)[nH]c(C(=O)NNC(=O)c2ccc(C(C)(C)C)cc2)c1C
  36 | -16 | 5 | -1.5 | 2 | -5 | 16 | 22 | -2
CCOc1ccc(=O)n(-c2ccccc2)n1
  5 | -12 | 5 | 2.8 | 2 | -1 | 9 | 1 | 5
CCCc1cc(=O)[nH]c(SCCN2C(=O)c3ccccc3C2=O)n1
  15 | 4 | 9 | 2.2 | -1 | -2 | 9 | 17 | -3
Cn1ncc2c1ncn1nc(CCc3ccccc3)nc21
  32 | -17 | 10 | 0.9 | 1 | -1 | 2 | 12 | -2
O=C(Nc1ccnn1C1CCN(C(=O)c2ccc(F)c(Cl)c2)CC1)C1CC1
  -9 | 11 | 17 | -0.6 | -4 | -3 | 1 | -9 | 4
Cc1cc(OCCCC(=O)NC2=NCCS2)ccc1Cl
  -11 | 12 | 13 | 0.8 | 0 | -3 | 11 | -1 | -4
CC(=O)Nc1ccc(S(=O)(=O)Nc2nc(-c3ccc(C(C)(C)C)cc3)cs2)cc1
  8 | 14 | -9 | 0.3 | 6 | -1 | -3 | 5 | -1
Cc1ccc(N(C(=O)Nc2ccccc2)C2=NCCC2)cc1
  35 | 15 | 21 | 0.7 | 1 | 5 | -18 | -7 | -1
O=C(Nc1ccc(C(=O)NCC2CCN(Cc3ccccc3F)CC2)cc1)C1=CSCCO1
  4 | -9 | 10 | 1.7 | -1 | -1 | 7 | -8 | 3
O=C(Cn1ncc2c1-c1ccccc1OC2)Nc1ccc(Cl)cn1
  32 | 16 | -16 | -1.4 | -2 | -3 | 24 | 9 | 0

Just CHOP UPR activ (2 entries from above):
Compound | CHOP UPR activ
CCOC(=O)c1c(C)[nH]c(C(=O)NNC(=O)c2ccc(C(C)(C)C)cc2)c1C | -1.5
O=C(Nc1ccc(C(=O)NCC2CCN(Cc3ccccc3F)CC2)cc1)C1=CSCCO1 | 1.7

(listing goes on)
Letters – A = tim23-1 inh; B = Mdm2 MdmX PPI; C = NALP3 yeast inh; D = CHOP UPR activ; E = NR3A LBD binder; F = UPR XBP1 act; G = tim10-1 inh; H = TIM10 inh; I = APJ ag
> COc1ccc(NC(=S)NC2CCCCC2)c(OC)c1
  A = 25	B = 7	C = 14	D = -0.2	E = -1	F = -1	G = 11	H = -8	I = -3

> CCCCC(CC)CNC(=O)CN1C(=O)NC2(CCc3ccccc32)C1=O (centres undefined)
  A = 10	B = 5	C = -5	D = -1.4	E = 2	F = -8	G = -4	H = 13	I = 0

> CC(CC(=O)O)NCC1COc2ccccc2O1 (centres undefined)
  A = 0	B = -8	C = 7	D = 1.4	E = -1	F = -1	G = -16	H = -10	I = -7

> COCCNC(=S)N(Cc1cccs1)Cc1cc2cccc(C)c2[nH]c1=O
  A = 28	B = 23	C = 25	D = 0.7	E = 0	F = -3	G = 35	H = 2	I = 8

> CCOC(=O)C1=C(C)NC(=O)NC1c1ccc(N(C)C)cc1 (centres undefined)
  A = -3	B = 11	C = 7	D = 1.0	E = 3	F = -3	G = 9	H = -4	I = -1

> O=C(CN(Cc1ccco1)C(=O)c1ccccc1F)Nc1ccccc1C(F)(F)F
  A = 7	B = -2	C = -8	D = -0.6	E = -2	F = -3	G = -4	H = -7	I = 2

> CC1CCC(N2CCN(S(C)(=O)=O)CC2)CC1 (centres undefined)
  A = -5	B = -8	C = -2	D = -0.1	E = 3	F = 5	G = 16	H = 4	I = -4

> CN1CCN(C(=O)CSc2nc(-c3ccncc3)ccc2C#N)CC1
  A = 11	B = -30	C = 5	D = -2.8	E = -2	F = 1	G = 4	H = 1	I = -5

Screens: PubChem, Sanford-Burnham Center for Chemical Genomics
